Source: PubChem BioAssay
FBW7 act – human FBW7 E3 ligase activation, primary screen | AID 1259310 | normalized activity (activation), % at 26.1 µM | actives 0.13% (n = 650,000) | Q969H0 | AlphaScreen FBW7–phospho-cyclin E peptide binding, activator screen; in the data active = normalized activity above about 1.9%;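 also: purified mutant Fbw7 with reduced substrate affinity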
Target sequence (Q969H0 whole entry, looked up): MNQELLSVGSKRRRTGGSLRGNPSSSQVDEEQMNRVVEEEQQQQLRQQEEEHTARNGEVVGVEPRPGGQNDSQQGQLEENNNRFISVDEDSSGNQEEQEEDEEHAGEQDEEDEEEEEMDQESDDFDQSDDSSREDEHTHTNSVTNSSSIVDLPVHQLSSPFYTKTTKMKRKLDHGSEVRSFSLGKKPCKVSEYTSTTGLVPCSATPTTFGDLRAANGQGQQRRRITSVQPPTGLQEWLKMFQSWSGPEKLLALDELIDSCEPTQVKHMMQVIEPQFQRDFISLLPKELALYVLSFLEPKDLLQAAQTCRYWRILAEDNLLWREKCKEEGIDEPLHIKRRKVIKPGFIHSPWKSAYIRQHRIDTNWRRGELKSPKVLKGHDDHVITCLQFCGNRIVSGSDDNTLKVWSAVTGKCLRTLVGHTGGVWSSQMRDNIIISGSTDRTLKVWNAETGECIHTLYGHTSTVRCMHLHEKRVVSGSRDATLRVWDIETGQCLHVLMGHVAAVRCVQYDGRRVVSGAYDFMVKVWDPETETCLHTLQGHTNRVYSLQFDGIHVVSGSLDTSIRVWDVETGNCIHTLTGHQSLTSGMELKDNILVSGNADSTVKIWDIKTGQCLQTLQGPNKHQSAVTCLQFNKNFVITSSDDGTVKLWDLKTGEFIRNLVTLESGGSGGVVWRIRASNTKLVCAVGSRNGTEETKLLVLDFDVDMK
GPR151 activ – human GPR151 activation; Q8TDV0; PathHunter beta-arrestin GPR151 cells, luminescence; activation, % at 11.2 µM; actives 1% (n = 650,000); AID 1508602; in the data active = activation above about 4.9%;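 also: 0% = median of compound wells and 100% = cells with positive control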
Target sequence (Q8TDV0 whole entry, looked up): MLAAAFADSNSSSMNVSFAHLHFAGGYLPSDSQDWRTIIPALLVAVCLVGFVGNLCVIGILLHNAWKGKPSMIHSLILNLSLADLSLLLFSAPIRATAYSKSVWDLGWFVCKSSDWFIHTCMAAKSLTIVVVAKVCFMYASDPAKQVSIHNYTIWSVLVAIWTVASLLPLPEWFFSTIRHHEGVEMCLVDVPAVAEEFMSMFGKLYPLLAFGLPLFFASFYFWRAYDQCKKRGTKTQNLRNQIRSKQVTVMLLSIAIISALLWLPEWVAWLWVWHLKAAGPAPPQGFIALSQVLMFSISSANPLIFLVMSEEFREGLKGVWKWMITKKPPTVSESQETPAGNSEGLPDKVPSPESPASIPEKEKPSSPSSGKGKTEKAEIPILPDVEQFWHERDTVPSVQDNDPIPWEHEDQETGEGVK
MITF inh – inhibitors of human MITF. O75030. AlphaScreen MITF homodimerization, bead proximity signal. inhibition, % at 2.6 µM. actives 0.91% (n = 650,000). AID 1259374; in the data active = inhibition above about 50%;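 also: 0% = vehicle wells with protein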
TEAD-YAP block – TEAD-YAP interaction inhibition | HEK-TIYL cells, TEAD-Gal4/YAP UAS-luciferase luminescence | inhibition, % at 9.12 µM | actives 1.4% (n = 640,000) | AID 1259422; in the data active = inhibition above about 32%;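 also: 0% = median of test compound wells and 100% = reference inhibitor wells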
Numbers without * were called inactive.

SMILES | FBW7 act | GPR151 activ | MITF inh | TEAD-YAP block
O=C1C(c2sc(=S)[nH]c2O)=Nc2ccccc21 | -0.1 | -5.3 | 16 | -1
CCc1nnc(NC(=O)Cc2ccc(Cl)cc2)s1 | 0.5 | 1.3 | 17 | -3
C=CCn1c(C(CC)CC(C)(C)O)n[nH]c1=S (centres undefined) | 0.3 | -1.3 | 1 | 19
CC(C)(C)N(Cc1ccccc1)C(=O)COC(=O)CNC(=O)COc1ccccc1 | 0.1 | -0.2 | 5 | 1
CCCNc1nc(-c2c(C)nn(C)c2C)nc2c1ncn2-c1ccsc1 | 0.1 | -1.1 | 0 | 23
COCCNC(=O)C1CCN(c2nc(C)cc(N(C)C)n2)CC1 | -0.2 | 2.4 | -19 | 6
Cc1[nH]c2ccccc2c1C=Nc1ccc(S(N)(=O)=O)cc1 | 1.1 | -0.3 | 2 | 6
CC12C=CC(C)(O1)C1C(=O)N(c3ccc(F)cc3)C(=O)C12 (centres undefined) | 0.0 | -0.6 | 4 | 19
Cn1c(=O)n(Cc2ccc(Cl)cc2)c(=O)c2c1ncn2CCO | 0.0 | 1.0 | 3 | -4
COc1ccc(S(=O)(=O)N2CCCCC2)cc1NS(=O)(=O)c1ccc(F)cc1 | 0.4 | -0.1 | 14 | 2
Cc1cccc(C(=O)Nc2c(C(=O)N3CCC(Cc4ccccc4)CC3)cnn2-c2ccccc2)c1 | -0.1 | 1.0 | -1 | 8
CN(CC(N)=O)S(=O)(=O)c1ccc2ccccc2c1 | 0.3 | 1.5 | -18 | -9
O=C1c2ccccc2C(=O)N1CC1c2ccccc2CCN1S(=O)(=O)c1ccc(F)cc1F (centres undefined) | -0.2 | -1.8 | 4 | 8
O=C(NCc1ccccn1)c1ccc2c(=O)n(Cc3ccc4c(c3)OCO4)c(=S)[nH]c2c1 | -0.1 | 0.8 | 4 | 1
O=C(Nc1ccc2c(c1)OCO2)c1ccc(=O)n(Cc2ccc(F)cc2)c1 | -0.3 | -0.2 | -10 | -4
O=C1C(/C=N/CO)=C(O)c2ccccc21 | 0.3 | -1.9 | 8 | 3
Cc1nn(CC(=O)OCC(=O)NC(=O)c2ccc(OC(F)F)cc2)c(C)c1[N+](=O)[O-] | 0.0 | 6.6* | -11 | 0
CCCOc1c(Cl)cc(C(=O)NC)cc1OC | 0.1 | 0.7 | 8 | 3
N=C1c2ccccc2CN1NC(=O)COc1ccccc1-c1ccccc1 | 0.0 | 0.3 | 1 | 2
CCCCNC(=S)N(C)/N=C/c1ccc2c(c1)OCO2 | -0.1 | -1.5 | -16 | 3
Cc1ccccc1NC(=O)c1cc2c(ccc3ccccc32)oc1=O | 0.0 | -0.6 | 6 | 7
Cc1nc2c(c(C)nn2C(C)(C)C)c(C)c1CCC(=O)NCCN1CCOCC1 | 0.7 | -1.0 | 3 | 7
COC(=O)c1cccc(Cn2cc(C(F)(F)F)ccc2=O)c1 | -0.1 | -0.2 | -3 | -11
Cc1cc(OC(=O)c2ccc(C(C)(C)C)cc2)c([N+](=O)[O-])c(=O)[nH]1 | -0.3 | -0.2 | 2 | -8
COc1cccc(C2C(C(=O)Nc3ccccc3)=C(C)N=c3s/c(=C/c4cc(Cl)c(O)c(OC)c4)c(=O)n32)c1 (centres undefined) | -0.1 | 0.8 | -3 | 12
The list continues:
SMILES | FBW7 act | GPR151 activ | MITF inh | TEAD-YAP block
O=C(CCc1ccccc1)NCc1ccc(F)cc1 | -0.3 | -0.4 | 7 | 5
COC(=O)[C@@H](NC(=O)c1sc2ncnc(NCCCN3CCCC3=O)c2c1C)C(C)C | 0.0 | 1.2 | 3 | 8
CC(C)(O)C1=NOC(c2ccccc2)C1 (centres undefined) | -0.2 | -0.8 | -46 | 8
O=[N+]([O-])c1ccc(OCCOc2ccc([N+](=O)[O-])cc2)cc1 | 0.0 | 0.8 | 6 | -3
COC(=O)C1=C(C)NC(=O)CC1c1ccccc1F (centres undefined) | 1.0 | 0.8 | 6 | 9
CCOC(=O)c1ccc(NC(=S)N(CCN(C)C)Cc2cccs2)cc1 | 0.2 | -0.7 | -4 | 25
COc1ccc(OC)c(NS(=O)(=O)c2ccc(OC)c3ncccc23)c1 | -0.1 | -1.1 | -3 | -2
Cc1cc(C)nc(NNC(=S)Nc2ccccc2C)n1 | 0.3 | -0.7 | 19 | 3
O=C(NC(=S)Nc1cccc(-c2nc3ncccc3o2)c1)c1ccccc1 | 0.1 | -0.2 | -8 | -6
COc1cccc(-c2cc(N)n(S(=O)(=O)c3ccc(C)cc3)n2)c1 | -0.1 | 0.6 | -2 | 1
NC(=O)c1oc2ccccc2c1NC(=O)c1ccc(Br)s1 | 0.0 | 0.1 | -4 | 0
Cc1ccccc1Cc1c(C)nc2c(C(=O)NCc3cccnc3)cnn2c1C | 0.0 | 0.3 | 1 | 2
Cn1c(=O)c2ccccc2n2c(SCC(=O)NCc3ccco3)nnc12 | -0.1 | 0.6 | 10 | 11
Cc1onc(-c2ccnc(Nc3ccc(N4CCOCC4)cc3)c2)c1-c1ccc(F)cc1 | 0.5 | -0.7 | 15 | -6
COc1ccc(C2CC(=O)NC(SCC(=O)Nc3ccc(I)cc3)=C2C#N)cc1OC (centres undefined) | 0.5 | 0.5 | 25 | 8
N#CC1=C(N)Oc2n[nH]c(-c3ccc4c(c3)OCO4)c2C1c1ccccc1Cl (centres undefined) | -0.1 | -1.2 | 7 | 4
COc1ccc(OC)c(-n2nnnc2SCC(=O)N2C(C)CCCC2C)c1 (centres undefined) | 0.0 | -1.3 | -2 | 0
C/C(=C/C(=O)c1ccccc1)NCCN/C(C)=C\C(=O)c1ccccc1 | 0.1 | 1.6 | 24 | -12
CCCc1cc(-c2nc(N)ncc2-c2nc(C)cs2)c(O)cc1OC | 0.4 | -0.5 | 25 | -15
COCC(=O)Nc1cc(CNC(=O)c2ccccc2C(F)(F)F)cc(C(=O)OC)c1 | 0.7 | 0.4 | 19 | 3
O=C(O)c1cc(-c2ccc(O)cc2)nc2n[nH]c(-c3ccccc3)c12 | -0.1 | -2.7 | 0 | 0
Cn1c(Nc2nc(NCCCN3CCCC3=O)c3[nH]cnc3n2)nc2ccccc21 | -0.2 | -1.3 | 22 | 10
O=C1CCCN1CCCNc1nc(N2CCc3ccccc3C2)nc2c1ncn2C1CCCCC1 | 0.2 | -0.8 | 17 | 1
Cc1ccc(NC(=S)N(CCCN2CCCCCC2)Cc2cccs2)cc1 | 0.5 | -2.6 | -4 | 11
O=C(Cn1ncc2c(=O)oc3ccccc3c21)Nc1cc(-c2cccc(F)c2)no1 | 0.1 | 0.3 | 1 | 0

Taken from above:
Under GPR151 activ, COc1ccc(OC)c(NS(=O)(=O)c2ccc(OC)c3ncccc23)c1 has the entry -1.1
Under GPR151 activ, CCOC(=O)c1ccc(NC(=S)N(CCN(C)C)Cc2cccs2)cc1 has the entry -0.7
Under MITF inh, C/C(=C/C(=O)c1ccccc1)NCCN/C(C)=C\C(=O)c1ccccc1 has the entry 24
Under MITF inh, CCCc1cc(-c2nc(N)ncc2-c2nc(C)cs2)c(O)cc1OC has the entry 25

Entries from the list above containing two or more sulfur atoms:
SMILES | FBW7 act | GPR151 activ | MITF inh | TEAD-YAP block
O=C1C(c2sc(=S)[nH]c2O)=Nc2ccccc21 | -0.1 | -5.3 | 16 | -1
COc1ccc(S(=O)(=O)N2CCCCC2)cc1NS(=O)(=O)c1ccc(F)cc1 | 0.4 | -0.1 | 14 | 2
CCOC(=O)c1ccc(NC(=S)N(CCN(C)C)Cc2cccs2)cc1 | 0.2 | -0.7 | -4 | 25
Cc1ccc(NC(=S)N(CCCN2CCCCCC2)Cc2cccs2)cc1 | 0.5 | -2.6 | -4 | 11

Following part:
SMILES | FBW7 act | GPR151 activ | MITF inh | TEAD-YAP block
Cc1ccc(-c2n[nH]c(=S)c3ccccc23)cc1S(=O)(=O)N1CCN(C)CC1 | 0.0 | -0.5 | 2 | -6
CCOC(=O)c1c(NC(=O)C2CC(Cl)=CCC2C(=O)O)sc2c1CCCCC2 (centres undefined) | -0.1 | 0.2 | -7 | 4
CC1CN(c2ccccc2)C(=O)CS1 (centres undefined) | -0.1 | -1.5 | -14 | -3
NNC(=O)CN1C(=O)C2(OCCO2)c2ccccc21 | 0.1 | -1.4 | 10 | -3
Cn1c(=O)n(CC(=O)NCc2ccco2)c2cccnc21 | -0.1 | 0.6 | 2 | 5
COC(=O)[C@H]1CCc2ccccc2N1C(=O)C(C)(C)C | 0.1 | -0.7 | 15 | 0
O=c1[nH]c2nc(-c3ccccc3CO)cnc2n1-c1ccc(N2CCOCC2)cc1 | -0.3 | -0.2 | -8 | 2
O=C(Nc1ccc(Cl)cc1)C(=S)N1CCOCC1 | -0.3 | 2.4 | -12 | -7
O=C(CC1(O)C(=O)N(Cc2ccccc2Cl)c2ccccc21)c1ccco1 (centres undefined) | 0.0 | -0.1 | 5 | 13
COc1cc(CNCCNC(=O)c2nonc2N)ccc1OCc1ccc(Cl)cc1 | -0.2 | 0.3 | -14 | 1
COc1ccccc1OC(=O)c1ccc(SC)cc1OC | 0.1 | 2.2 | 5 | -1
O=C(O)CSc1nc2cc(S(=O)(=O)Nc3ccccc3Cl)ccc2o1 | 0.0 | -1.5 | 20 | -5
Cc1cc(-c2nnc(CCC(=O)N(C)CCc3ccccc3)o2)no1 | 0.1 | 0.7 | -5 | -32
O=C(Cn1c(=O)n(Cc2ccccn2)c(=O)c2ncccc21)Nc1cccc(F)c1 | -0.1 | 2.2 | 8 | 3
O=C(Nc1ncn[nH]1)c1cccc(C(=O)Nc2ncn[nH]2)c1 | -0.4 | 2.6 | 2 | 1
O=[N+]([O-])c1ccc(S(=O)(=O)c2ccc(I)cc2)cc1 | -0.3 | 3.1 | 10 | 28
O=C(Nc1cccc([N+](=O)[O-])c1)c1cc(=O)c2ccccc2o1 | 0.3 | -1.5 | 4 | 1
CCN(CC(=O)N1CCN(C)CC1)S(=O)(=O)c1ccccc1 | -0.1 | -0.3 | -8 | -4
Cc1ccc(-n2c3c(cc(C(=O)NCc4ccc5c(c4)OCO5)c2=O)C(=O)CC(C)(C)C3)cc1 | -0.1 | 0.6 | 3 | -5
COc1ccccc1-n1c(SCC(=O)Nc2ccc(F)cc2)nnc1-c1ccncc1 | 0.0 | 1.2 | -9 | 5
O=C(O)/C(=C\c1cccc([N+](=O)[O-])c1)NC(=O)c1ccc(Cl)cc1Cl | 0.0 | 0.3 | -3 | 8
COc1ccccc1C(=O)NCCn1ccc2ccccc21 | 0.7 | 1.2 | 7 | -14
CN(c1ccccc1C(=O)Nc1ccccc1Br)S(C)(=O)=O | -0.1 | -0.3 | -8 | 3
CN(C(=O)c1cc([N+](=O)[O-])ccc1Cl)c1ccccc1 | -0.2 | 2.2 | 7 | 4
CCOc1ccc(/C(O)=C2/C(=O)C(=O)N(CCCN3CCOCC3)C2c2ccc(OC)cc2)c(C)c1 (centres undefined) | 0.2 | -0.7 | 18 | 4
(further entries)
SMILES | FBW7 act | GPR151 activ | MITF inh | TEAD-YAP block
O=C(O)COc1nc(N2CCOCC2)nc(N2CCOCC2)n1 | 0.0 | 0.9 | -7 | -4
CN1C(=O)/C(=C2\SC(N)=NC2=O)c2cc([N+](=O)[O-])ccc21 | -0.1 | -0.2 | -2 | -9
O=C1c2ccccc2NC(c2ccccc2)N1c1ccc(O)cc1 (centres undefined) | 0.0 | 0.5 | 13 | 12
COC(=O)c1ccc(OCc2ccccc2)cc1 | 0.0 | -4.4 | 7 | -30
Nc1nc(CCl)nc(Nc2ccccc2)n1 | -0.1 | -0.6 | 12 | 13
O=S(=O)(Nc1cc2c3c(oc2c2ccccc12)CCCC3)c1ccc2ccccc2c1 | 0.2 | -1.1 | 11 | 3
O=C(/C=C/c1ccc([N+](=O)[O-])cc1)NCCSc1ccccc1 | 0.8 | 2.0 | 21 | 2
CCOC(=O)NNC(=O)C12CC3CC(CC(C3)C1)C2 | -0.1 | 1.2 | -7 | 1
O=C(NCc1cccnc1)c1cnn(-c2ccccc2)c1-n1cccc1 | 0.1 | -0.5 | 5 | -5
COCCCNC(=O)CC1C(=O)NCCN1Cc1ccc(OC)c(OC)c1 (centres undefined) | 0.1 | -0.4 | 8 | 0
COc1cc(OC)cc(C(=O)NCCOc2ccccc2)c1 | 0.2 | -0.1 | 6 | -40
O=C(Nc1ccc(F)cc1)C12CC3CC(CC(C3)C1)C2 | 0.0 | -1.3 | -8 | -4
CC1CN(C(=S)SCCN2C(=O)CCC2=O)CC(C)O1 (centres undefined) | 0.3 | 0.5 | 14 | 10
CCc1ccc(NC(=O)C(=O)N/N=C(\C)CC(=O)Nc2ccc(OC)cc2OC)cc1 | 0.0 | -1.4 | -11 | -3
Cc1ccc(NC(=O)CSc2nc3ccccc3c(=O)n2NC(=O)c2ccc(F)cc2)cc1Cl | 0.7 | -3.8 | 9 | 57*
N/C(=N\OC(=O)CN1C(=O)c2ccccc2C1=O)c1ccc(Br)cc1 | 0.2 | -0.2 | 13 | -12
O=C(Nc1cccnc1)c1ncoc1-c1cccs1 | -0.1 | 2.4 | 5 | 8
Cc1cc(-c2ccccc2)nc(SCC(=O)Nc2ccccc2C#N)n1 | 0.2 | -0.4 | 17 | 0
O=C(Nc1ccc(NC(=O)c2cc3ccccc3o2)cc1)c1ccco1 | -0.1 | 1.8 | 1 | -3
O=C1CC(c2ccccc2)CC2=C1C(c1cccc(O)c1)Nc1ccc(C(=O)c3ccccc3)cc1N2 (centres undefined) | -0.1 | -0.3 | 5 | 6

Filtered by structure, the entries above containing a CF3 group.
SMILES | FBW7 act | GPR151 activ | MITF inh | TEAD-YAP block
COC(=O)c1cccc(Cn2cc(C(F)(F)F)ccc2=O)c1 | -0.1 | -0.2 | -3 | -11
COCC(=O)Nc1cc(CNC(=O)c2ccccc2C(F)(F)F)cc(C(=O)OC)c1 | 0.7 | 0.4 | 19 | 3
